# ABCB1 block: inhibitors of human ABCB1 transporter, ABCG2 counter-screen; P08183; CCRF-Adr cells, JC-1 efflux, flow cytometry; inhibition, % at 6.6 µM; actives 0.067% (n = 190,000); AID 1326; in the data active = inhibition above about 40%;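 also: 0% = vehicle and 100% = reference inhibitor; higher value means more JC-1 retained so stronger ABCB1 efflux block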
# Bim-Bcl-2: human Bim-Bcl-2 interaction inhibition | AID 950 | Bead-based flow cytometry, Bim peptide-Bcl-2 binding | actives 0.06% (n = 190,000) | inhibition, % at 10 µM | P10415; in the data active = inhibition above about 40%; inconclusive = no clear call, values can overlap the other calls;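 also: 0% = no compound wells with probe peptide and 100% = reference peptide inhibitor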
# Bim-Bfl-1: inhibitors of Bim-Bfl-1 interaction, human. Q16548. Bead-based flow cytometry, Bim-Bfl-1 binding inhibition. inhibition, % at 10 µM. actives 0.12% (n = 190,000). AID 1008;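 also: 0% = wells without compound plus tracer and 100% = blocker peptide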
# Bim-Mcl-1: disrupts Bim peptide binding to human Mcl-1; actives 0.1% (n = 190,000); AID 1009; Bead-based flow cytometry, Bim peptide-Mcl-1 binding; Q07820; inhibition, % at 10 µM;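 also: 0% = no compound tracer wells and 100% = peptide blocker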
# Target sequence (Q07820 whole entry, looked up): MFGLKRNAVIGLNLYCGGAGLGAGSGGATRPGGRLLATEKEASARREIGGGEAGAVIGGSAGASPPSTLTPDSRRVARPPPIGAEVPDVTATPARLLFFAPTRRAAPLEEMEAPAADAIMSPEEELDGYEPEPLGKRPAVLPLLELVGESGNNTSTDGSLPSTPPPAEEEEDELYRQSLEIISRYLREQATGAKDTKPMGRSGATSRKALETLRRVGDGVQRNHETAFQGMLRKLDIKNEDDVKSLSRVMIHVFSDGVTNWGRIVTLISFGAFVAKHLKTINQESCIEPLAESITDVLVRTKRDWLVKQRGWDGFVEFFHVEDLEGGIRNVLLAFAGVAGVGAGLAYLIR
# RGS8-Gao reg: human RGS8-Galphao interaction regulation; multiplexed bead flow cytometry, RGS8-Galphao binding; actives lie on both sides; response (percent of control binding), % at 10 µM; actives 0.34% (n = 220,000); AID 1423; in the data active = response below about 60% or above about 140%; inactive = in between;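 also: Galphao activated as the GDP aluminium fluoride complex binding bead-coupled RGS8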
# Bim-Bcl-XL: inhibitors of Bim-Bcl-XL interaction, human; Q07817; Bim peptide-Bcl-XL binding, bead flow cytometry, fluorescence; inhibition, % at 10 µM; actives 0.04% (n = 190,000); AID 1007
# Target sequence (Q07817 whole entry, looked up): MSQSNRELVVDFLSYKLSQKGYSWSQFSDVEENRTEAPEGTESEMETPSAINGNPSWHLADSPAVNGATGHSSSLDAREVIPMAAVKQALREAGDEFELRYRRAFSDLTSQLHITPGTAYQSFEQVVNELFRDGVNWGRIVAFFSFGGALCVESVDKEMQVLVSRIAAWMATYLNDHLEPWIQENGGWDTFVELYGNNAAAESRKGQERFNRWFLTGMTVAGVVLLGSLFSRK
# RGS4-Gao reg: human RGS4-Galphao interaction regulation | Multiplexed bead flow cytometry, RGS4-Galphao binding; actives lie on both sides | AID 1415 | binding response (% of control), % at 10 µM | P09471 | actives 0.33% (n = 220,000); in the data active = binding response below about 49% or above about 150%; inactive = in between;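 also: fluorescent Galphao activated with aluminum fluoride binding bead-coupled RGS4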
# Bcl-B Bim block: inhibitors of Bim-Bcl-B interaction, human; bead-based flow cytometry, Bim peptide-Bcl-B binding; inhibition, % at 10 µM; actives 0.073% (n = 190,000); AID 951;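 also: 0% = tracer peptide without compound and 100% = reference inhibitor peptide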
# Target sequence (Q9HD36 whole entry, looked up): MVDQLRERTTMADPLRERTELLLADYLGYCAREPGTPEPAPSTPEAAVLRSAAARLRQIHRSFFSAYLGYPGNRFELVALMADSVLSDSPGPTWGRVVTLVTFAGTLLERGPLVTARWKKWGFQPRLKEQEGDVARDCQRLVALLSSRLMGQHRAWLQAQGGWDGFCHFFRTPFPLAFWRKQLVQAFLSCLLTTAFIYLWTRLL
# Bcl-W Bim block: disrupts Bim peptide binding to human Bcl-W. bead-based flow cytometry. actives 0.02% (n = 190,000). AID 952. Q92843. inhibition, % at 10 µM;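 also: 0% = bound tracer without compound and 100% = peptide blocker; higher means less fluorescent Bim peptide bound to Bcl-W beads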
# ABCG2 inh: human ABCG2 inhibition, ABCB1 as counter-screen; actives 0.1% (n = 190,000); inhibition, % at 6.6 µM; Q9UNQ0; IgMXP3 cells, JC-1 efflux, flow cytometry; AID 1325;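 active = inhibition above 80%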;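 also: 0% = DMSO and 100% = nicardipine control wells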
#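 test system = two drug-resistant human cell lines, ABCG2 and ABCB1 | amount = 3 million cells/mL final, two lines in 1:1 ratio | reagent = JC-1 transporter substrate | doses = one concentration, 6.6 µM final | incubation = 10 min at 25 °C | signal = flow cytometric JC-1 green MFI at 530 nm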
# RGS7-Gao reg: modulates binding of RGS7 to human Galphao. P09471. Multiplexed bead flow cytometry; actives lie on both sides. binding response (% of control), % at 10 µM. actives 0.35% (n = 220,000); in the data active = binding response below about 49% or above about 150%; inconclusive = no clear call, values can overlap the other calls; inactive = in between;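 also: fluorescent Galphao held in activated GDP-AlF4 state binding bead-coupled RGS7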
# * hit, by the source's call; ? = inconclusive; / = not tested or not shown. Rule as the data show it, unless noted: active = inhibition above about 40%.
SMILES,ABCB1 block,Bim-Bcl-2,Bim-Bfl-1,Bim-Mcl-1,RGS8-Gao reg,Bim-Bcl-XL,RGS4-Gao reg,Bcl-B Bim block,Bcl-W Bim block,ABCG2 inh,RGS7-Gao reg
Cc1cc(C)c(C(=O)/C=C/c2ccc(C(C)C)cc2)c(=O)[nH]1,0.3,-12,-19,-3,92,-9,87,-10,-2,7,102
Cc1cc(C)n(-c2ccc(C(=O)Nc3ccccc3N3CCOCC3)cc2)n1,0.3,-5,-5,-7,96,-3,99,-5,-3,44,97
CCCCCC(=O)NC(=S)Nc1ccccc1C(=O)OC,0.9,-5,-2,-2,99,-3,98,-3,-3,14,98
CCC(CC)c1nnc(NC(=O)Oc2ccccc2)s1,0.5,0,-2,0,96,-6,95,-1,-1,4,93
CCC(=O)N1CCNC(=O)C1CC(=O)Nc1ccc(C)c(Cl)c1 (stereo not drawn),0.1,-6,-6,1,99,-6,101,-8,3,0,97
Cc1ccccc1NCc1nnc2n1CCCCC2,0.7,-4,-9,0,95,-5,94,-6,-3,4,?
CCOC(=O)C1CCCN(c2c(NCCN(CC)c3ccccc3)c(=O)c2=O)C1 (stereo not drawn),0.5,-5,-6,-1,104,-4,107,-3,0,2,109
Cc1ccc(CN2CCNC(=O)C2CC(=O)N(C)C2CCCCC2)o1 (stereo not drawn),-0.1,0,-6,-2,102,-2,99,-2,0,0,102
Cc1ccc(NC(=O)CSCC(=O)Nc2ccc(N3CCOCC3)c(Cl)c2)cc1,0.0,-3,-1,-5,114,-3,100,-3,-2,0,101
CSc1nnc2c3ccccc3c3ccccc3c2n1,-0.2,-3,-7,1,100,-3,95,0,3,0,99
CC(C)Cc1cc(C(=O)Nc2sc3c(c2C#N)CCCC3)no1,0.2,-7,-10,-1,99,-4,100,-9,0,1,105
CCN1C(=O)CC(C(=O)NC)SC1=Nc1cc(Cl)c(O)c(Cl)c1 (stereo not drawn),0.0,-6,-8,-2,101,-4,101,-8,2,0,101
FC(F)(F)c1cc(-c2ccco2)nc(N2CCOCC2)n1,-0.5,-10,-10,-4,98,-2,99,-10,1,10,100
COc1ccc(NC(=O)CN2CCN(C(=O)c3ccco3)CC2)c(OC)c1,0.2,-3,0,-4,102,-3,99,-2,-3,2,96
O=C(Cn1cnc2c(nnn2Cc2ccccc2F)c1=O)NCc1ccco1,-0.1,-4,-9,-2,104,-2,100,-6,-2,0,100
COc1ccc(CCNC(=O)/C(C#N)=C/c2cccc(OCc3ccccc3)c2)cc1OC,2.1,0,11,-4,102,-3,100,0,-1,21,101
CC12CC3(C)CC(C)(C1)CC(C(=O)NC(=S)NC(C)(C)C)(C2)C3,0.0,-2,4,-8,95,-3,96,-3,-2,1,96
C[C@@H](C(=O)NCc1ccccc1)N1C(=O)C2CC=CCC2C1=O (stereo partly drawn),0.6,-4,-5,0,95,-1,89,-3,1,2,91
CC1CCN(C(=S)c2ccc3c(c2)OCO3)CC1,0.9,-12,-16,-3,100,-7,99,-11,-3,7,100
CN(C)CCNC(=O)C(C(=O)c1ccccc1)n1ccccc1=O (stereo not drawn),0.2,2,0,1,98,1,100,0,-1,1,97
COc1cccc(C(=O)NC2CCN(CC(=O)Nc3nccs3)CC2)c1,0.0,-4,-1,-4,103,-1,106,-3,-3,0,103
Oc1sc(C=Nc2ccccc2)c2ccccc12,0.4,-10,0,-4,98,4,107,-19,3,1,106
CCOc1ccc(N(CC(=O)Nc2nccs2)S(=O)(=O)c2c(C)noc2C)cc1,1.0,-6,-11,1,100,-3,102,-4,3,4,105
O=C(Nc1nc(-c2ccccc2)c(-c2ccccc2)s1)c1ccc(S(=O)(=O)N2CCCCC2)cc1,-0.5,0,0,-2,98,-3,100,-2,-3,-10,96
CNC(=O)/C(=C\C=C\c1ccccc1)NC(=O)c1ccc([N+](=O)[O-])cc1,0.9,-2,-1,-1,105,-1,98,-2,-4,25,101
Cc1ccc2cc(CN(C(=O)C3CCCO3)C3CCCCC3)c(=O)[nH]c2c1 (stereo not drawn),1.1,-4,-6,3,96,-4,91,-4,3,4,101
CCNC(=O)CC1SC(=Nc2cccc(Cl)c2C)N(C)C1=O (stereo not drawn),-0.9,0,2,17,92,3,90,5,11,-4,96
Cc1ccccc1NC(=O)c1cn(-c2ccccc2)nc1-c1ccccc1,1.6,0,-1,-7,102,-6,101,-3,-6,28,106
CCc1ccc(N2CC(C(=O)Nc3ccccc3F)CC2=O)cc1 (stereo not drawn),-0.2,0,1,-2,97,-7,99,1,0,2,103
CCC(=O)c1ccc(N2CCN(C(=O)c3ccc(F)cc3)CC2)c(F)c1,0.3,0,-4,1,100,3,100,2,2,15,98
O=C(NCc1cccnc1)C1CCN(C(=O)c2ccc(Cl)cc2Cl)CC1,1.1,-6,-12,-1,102,-2,103,-5,-1,4,100
O=C(N/N=C/c1ccc(F)c(F)c1)c1cc2c(s1)-c1ccccc1CC2,-3.2,-9,-9,-2,99,-2,98,-11,-5,-4,94
CCOC(=O)C[N+]1(C)CCN(C(C)=O)CC1,0.1,-1,-1,1,100,-3,97,-2,0,0,100
Cc1ccc(S(=O)(=O)n2nc(C)cc2C)cc1,0.6,-4,0,-4,70,-3,82,-2,-2,2,82
Cc1ccccc1NC(=O)COC(=O)CCc1nc2ccccc2c(=O)[nH]1,0.3,-2,-4,-2,94,-5,92,-4,-1,2,92
COc1ccc(CNC(=O)CN(c2ccccc2)S(=O)(=O)c2ccccc2[N+](=O)[O-])cc1,0.1,-7,-17,-6,98,-7,100,-3,-4,2,97
CN(C(=O)COC(=O)c1cncc(Br)c1)C1CCS(=O)(=O)C1 (stereo not drawn),0.5,-1,-3,0,104,0,102,-3,-2,1,102
CC(C)SCc1nc2ccccc2[nH]1,0.5,0,-4,0,99,-4,101,-1,-2,2,98
CC(C)Nc1nc(Oc2ccc(Cl)cc2Cl)cc(C(F)(F)F)n1,0.6,-13,-15,0,101,-10,97,-8,-2,0,98
Cc1ccc(/C=N/N=C/c2ccc(C)s2)s1,-0.8,-4,-1,-2,103,-5,101,-3,0,-6,103
Cc1c(-c2ccc(F)cc2)[n+](=O)c2c(n1[O-])CCCCC2,/,0,1,-2,108,-3,104,-2,0,0,100
Cc1[nH]c2ccccc2c1C(=O)CSc1ccc(F)cc1,0.1,1,-1,-4,102,-7,102,-7,-3,7,98
Cc1[nH]n2c(=O)c3c(nc2c1-c1ccccc1)CCC3,0.0,6,0,0,96,-5,99,1,1,4,94
COC(=O)c1cccc(NC(=O)CCCOc2ccccc2)c1,0.1,-4,-3,-2,99,-3,99,-6,-3,4,97
O=S(=O)(/C=C/c1ccccc1)N1CCN(Cc2ccccc2)CC1,1.9,3,-3,1,100,0,98,0,0,17,105
CC(C)(O)c1cc(=O)sc2nc3ccccc3n12,0.4,-7,-4,-7,98,-8,103,-1,-4,41,102
O=C1c2cccc3c(N4CCCCC4)ccc(c23)C(=O)N1c1cccc(O)c1,0.9,1,1,3,100,-2,97,-9,0,3,95
Cc1cccc(Nc2nc(N)c([N+](=O)[O-])c(N3CCC(C)CC3)n2)c1,0.4,-5,0,-5,94,-5,106,-8,-5,0,109
CC1=C(C(=O)NC2CCCC(C)C2C)C2(CCCCC2)OC1=O (stereo not drawn),1.5,5,7,5,100,10,103,2,8,3,103
O=C(CC(C(=O)O)c1c[nH]c2ccccc12)c1ccccc1 (stereo not drawn),-0.1,-5,-5,-2,102,-2,102,0,2,0,101
COc1cccc(-c2cc3nc4c(c(N5CCC6(CC5)OCCO6)n3n2)CCCC4)c1,1.8,-7,-9,1,95,1,98,-7,2,4,101

# 14 neighbouring entries already listed, quoted:
SMILES,ABCB1 block,Bim-Bcl-2,Bim-Bfl-1,Bim-Mcl-1,RGS8-Gao reg,Bim-Bcl-XL,RGS4-Gao reg,Bcl-B Bim block,Bcl-W Bim block,ABCG2 inh,RGS7-Gao reg
CC(C)SCc1nc2ccccc2[nH]1,0.5,0,-4,0,99,-4,101,-1,-2,2,98
CC(C)Nc1nc(Oc2ccc(Cl)cc2Cl)cc(C(F)(F)F)n1,0.6,-13,-15,0,101,-10,97,-8,-2,0,98
Cc1ccc(/C=N/N=C/c2ccc(C)s2)s1,-0.8,-4,-1,-2,103,-5,101,-3,0,-6,103
Cc1c(-c2ccc(F)cc2)[n+](=O)c2c(n1[O-])CCCCC2,/,0,1,-2,108,-3,104,-2,0,0,100
Cc1[nH]c2ccccc2c1C(=O)CSc1ccc(F)cc1,0.1,1,-1,-4,102,-7,102,-7,-3,7,98
Cc1[nH]n2c(=O)c3c(nc2c1-c1ccccc1)CCC3,0.0,6,0,0,96,-5,99,1,1,4,94
COC(=O)c1cccc(NC(=O)CCCOc2ccccc2)c1,0.1,-4,-3,-2,99,-3,99,-6,-3,4,97
O=S(=O)(/C=C/c1ccccc1)N1CCN(Cc2ccccc2)CC1,1.9,3,-3,1,100,0,98,0,0,17,105
CC(C)(O)c1cc(=O)sc2nc3ccccc3n12,0.4,-7,-4,-7,98,-8,103,-1,-4,41,102
O=C1c2cccc3c(N4CCCCC4)ccc(c23)C(=O)N1c1cccc(O)c1,0.9,1,1,3,100,-2,97,-9,0,3,95
Cc1cccc(Nc2nc(N)c([N+](=O)[O-])c(N3CCC(C)CC3)n2)c1,0.4,-5,0,-5,94,-5,106,-8,-5,0,109
CC1=C(C(=O)NC2CCCC(C)C2C)C2(CCCCC2)OC1=O (stereo not drawn),1.5,5,7,5,100,10,103,2,8,3,103
O=C(CC(C(=O)O)c1c[nH]c2ccccc12)c1ccccc1 (stereo not drawn),-0.1,-5,-5,-2,102,-2,102,0,2,0,101
COc1cccc(-c2cc3nc4c(c(N5CCC6(CC5)OCCO6)n3n2)CCCC4)c1,1.8,-7,-9,1,95,1,98,-7,2,4,101

# Source: PubChem (NMMLSC)
